NRP1-CendR mod: alters CendR peptide binding to human NRP-1; 360,000 compounds, 0.85% hits; O14786; inhibition, % at 25 µM; AID 602438; FAM-RPARPAR peptide binding to NRP-1, fluorescence polarization;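 active = inhibition or corrected inhibition above about 18%, plus a signal ratio from 0.5 to 1.5, limit read from the data, passing the limit was not always enough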; also: strong numbers were not always called active
Scp-1 inhibitor: blocks human Scp-1 phosphatase activity; Q9GZU7; Recombinant Scp1, phosphopeptide, malachite green phosphate absorbance; inhibition, % at 20 µM; 340,000 compounds, 0.88% hits;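 active = inhibition above about 50% at 20 µM, limit read from the data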;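 also: plate controls were DMSO wells with enzyme for no effect and wells lacking enzyme for full effect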
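Assay system: SCP-1 catalytic fragment, aa 76-261 | Buffer or medium: Tris acetate buffer pH 5.5 with MgCl2 and Tween-20 | Compound: One concentration, 20 µM, with 1.0% DMSO | Also added: Phospho 17-mer peptide substrate | Signal: Absorbance at 630 nm | Incubation: 45 min enzyme reaction at room temperature | Measure: % inhibition of SCP-1 phosphate liberation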
SKN-1 inh: C. elegans SKN-1 inhibition | C. elegans VP596 Pgst-4::GFP/RFP ratio, acrylamide-induced, 24 h | inhibition, % at 21.8 µM | 360,000 compounds, 0.49% hits | AID 624304;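 active = interference check ratio from 0.5 to 1.5 plus GFP to RFP signal ratio inhibition reaching or exceeding a fixed threshold, cut at about 30% in these data, passing the limit was not always enough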; also: some compounds called inactive have numbers as strong as hits
LMPTP block: blocks human LMPTP phosphatase. inhibition, % at 20 µM. P24666. recombinant LMPTP-A, OMFP fluorogenic substrate, fluorescence intensity. 360,000 compounds, 0.22% hits;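 active = compounds that cut the enzyme signal by at least half of the control window in the single-dose screen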;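 also: plate controls were DMSO wells with enzyme plus substrate for no effect and substrate without enzyme for full effect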
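test system = LMPTP-A | amount = 0.625 nM LMPTP-A final | reagent = fluorogenic phosphatase substrate OMFP at 400 µM final | incubation = 50 min at room temperature | benchmarks = no-enzyme low control, uninhibited high control | medium = Bis-Tris pH 6.0, DTT, detergent | signal = fluorescence intensity of OMFP turnover product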
DNMT1 block: inhibitors of human DNMT1; P26358; DNMT1 molecular beacon, Hinp1I cleavage, fluorescence; inhibition (reported as % activation of signal), % at 10 µM; 360,000 compounds, 0.83% hits; AID 588458; in the data active = inhibition above about 50%
Target sequence (P26358 504-1616 limits assumed): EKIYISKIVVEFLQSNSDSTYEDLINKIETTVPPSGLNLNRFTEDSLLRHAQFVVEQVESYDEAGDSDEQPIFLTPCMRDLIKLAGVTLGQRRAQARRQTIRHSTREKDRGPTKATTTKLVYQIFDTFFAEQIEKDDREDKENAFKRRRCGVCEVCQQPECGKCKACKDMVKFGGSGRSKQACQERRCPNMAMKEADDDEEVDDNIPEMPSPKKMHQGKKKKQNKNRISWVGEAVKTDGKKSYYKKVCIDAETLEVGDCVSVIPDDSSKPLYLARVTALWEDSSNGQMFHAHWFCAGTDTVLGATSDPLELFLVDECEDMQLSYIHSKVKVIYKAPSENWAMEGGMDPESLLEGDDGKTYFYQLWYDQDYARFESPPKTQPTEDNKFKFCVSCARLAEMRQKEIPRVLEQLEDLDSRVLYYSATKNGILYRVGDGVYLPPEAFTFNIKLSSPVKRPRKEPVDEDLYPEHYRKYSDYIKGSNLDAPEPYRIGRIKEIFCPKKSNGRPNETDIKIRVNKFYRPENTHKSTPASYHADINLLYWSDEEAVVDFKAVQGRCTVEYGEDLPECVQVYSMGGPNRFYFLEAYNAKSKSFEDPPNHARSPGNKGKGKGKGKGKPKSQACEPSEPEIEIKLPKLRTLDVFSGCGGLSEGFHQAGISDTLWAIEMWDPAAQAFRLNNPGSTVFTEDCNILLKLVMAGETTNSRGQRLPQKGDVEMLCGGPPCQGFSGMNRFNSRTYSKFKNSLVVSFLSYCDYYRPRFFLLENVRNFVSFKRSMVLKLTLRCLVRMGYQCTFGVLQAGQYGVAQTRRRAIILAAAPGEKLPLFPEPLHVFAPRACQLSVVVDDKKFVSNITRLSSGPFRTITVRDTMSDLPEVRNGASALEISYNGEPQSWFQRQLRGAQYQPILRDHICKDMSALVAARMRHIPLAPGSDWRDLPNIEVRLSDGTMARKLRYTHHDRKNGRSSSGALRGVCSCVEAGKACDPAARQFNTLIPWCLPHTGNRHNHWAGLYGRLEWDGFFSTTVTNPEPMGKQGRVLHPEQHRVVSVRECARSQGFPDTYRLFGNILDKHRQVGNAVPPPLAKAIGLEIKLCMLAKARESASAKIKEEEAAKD
SUMO1-SIM PPI: SUMO1-SIM interaction modulation. SUMO1 binding to a labelled peptide, TR-FRET, 1 h. AID 602429. 360,000 compounds, 0.33% hits. P63165. inhibition, % at 20 µM; in the data active = inhibition above about 37%
STEP inh: inhibitors of human striatal-enriched phosphatase STEP. P54829. recombinant STEP, OMFP fluorogenic substrate, fluorescence. inhibition, % at 20 µM. 360,000 compounds, 0.25% hits;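 active = inhibition at 20 µM, scaled per plate between control wells, above about 37%, limit read from the data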;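 also: 0% = DMSO with enzyme and substrate and 100% = substrate only without enzyme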
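Test system: STEP tyrosine phosphatase / Reagent: OMFP at 25 µM / Doses: 20 µM, 1% DMSO / Read-out: percent inhibition scaled to no-enzyme and uninhibited-enzyme controls, plate-pattern corrected / Detection: FITC-channel fluorescence of OMFP product / Medium: Bis-Tris buffer pH 6.0, 2.5 mM DTT, 0.005% Tween 20 / Schedule: 20 min at room temperature, dark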
Rpn11 inh: blocks the human proteasome subunit Rpn11; O00487; human 26S proteasome, Ub4-pepOG fluorescence polarization; 20S core pre-blocked with epoxomicin; calls only at 20 µM; 360,000 compounds, 0.59% hits; AID 588493;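 active = inhibition at 20 µM, scaled to each plate's controls, above about 33%, limit read from the data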
MT1-MMP act inh: MT1-MMP (human) activation inhibition; 360,000 compounds, 0.061% hits; HT1080 RFP-PRO-GFP cells, GFP/RFP ratio fluorescence, overnight; percent of plate control window, DMSO zero; GFP/RFP ratio change, % at 20 µM;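 active = GFP/RFP ratio change of at least 30% with cell ATP level not reduced by more than half and red fluorescence within 50% of control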; also: strong numbers were not always called active
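Assay system: HT1080 RFP-PRO-GFP cells. Benchmarks: DMSO vehicle wells and RFP-L50D-GFP reporter cell wells. Times: overnight cell settling, then overnight compound exposure, 37 °C, 5% CO2. Compound: 20 µM single dose, 1% DMSO. Read-out basis: GFP/RFP fluorescence ratio.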
NadD block: inhibitors of Staphylococcus aureus NadD; AID 602399; 360,000 compounds, 0.78% hits; purified NadD enzyme, colorimetric absorbance read-out; inhibition, % at 20 µM; in the data active = inhibition above about 26%; also: some compounds past the cut are filed as inactive
Active calls of the source: *; i = inactive; / = no result given.

SMILES	NRP1-CendR mod	Scp-1 inhibitor	SKN-1 inh	LMPTP block	DNMT1 block	SUMO1-SIM PPI	STEP inh	Rpn11 inh	MT1-MMP act inh	NadD block
COc1ccccc1-c1nnc(NC(=O)Cc2ccccc2)o1	20	-7	-6	-1.5	3	-2	1	i	2	-3
CCCCCNC(=O)c1[nH]c(C(F)(F)F)nc1-c1ccccc1	6	/	7	-0.2	4	9	8	i	0	5
COCC(=O)Nc1cccc2ccccc12	0	-2	-2	0.5	-14	1	-1	i	9	2
COc1ccc(NC(=O)COc2ccccc2Cc2ccccc2)cn1	-1	18	8	0.3	-6	2	-1	i	2	-1
Cn1c(CCN2CCCC2)nc2cc(NS(=O)(=O)c3ccc(F)cc3)ccc21	-7	/	7	6.1	-5	3	-2	i	-4	11
Cc1ccc(NC(=O)N2CCC(C(=O)NCc3ccc(F)cc3)CC2)cc1	0	-3	26	-0.8	4	0	2	i	8	-2
COC(=O)Nc1cc(C(=O)c2ccc(Cl)cc2Cl)c[nH]1	-12	-10	15	-0.2	-2	-11	-2	i	2	3
Fc1ccccc1CN1CCN(c2ncccn2)CC1	-4	-12	12	-0.3	1	-1	0	i	1	-6
COc1ccccc1NC(=O)c1ccc(NC(=O)COC(=O)C(C)C)cc1	-12	-6	4	0.1	-6	3	-2	i	-9	2
Cc1cc(=O)oc2cc(NC(=O)Cc3ccccc3[N+](=O)[O-])ccc12	8	-5	-6	0.5	-2	6	0	i	1	-2
COc1ccccc1CNC(=O)C1CCCN1S(=O)(=O)c1ccc2c(c1)C(C)(C)C(=O)N2C (stereo not given)	1	/	-9	-1.0	-5	-2	2	i	1	-3
CC(C)c1ccc(NC2CCCN(C(=O)CCN3CCOCC3)C2)cc1 (stereo not given)	-6	-6	21	-0.3	0	0	2	i	0	6
CC1(OC(=O)C2CCCC2)C(=O)C=C2C=C(c3ccsc3)OC=C2C1=O (stereo not given)	-64	-1	23	-0.2	-6	25	1	i	3	24
COc1ccccc1CNC(=O)C1CC(c2c(Cl)cccc2Cl)=NO1 (stereo not given)	-19	-3	-5	-0.8	-2	-3	-1	i	2	-4
CC(C)(O)C#Cc1ccc(C(=O)NCc2ccccc2F)cc1	7	-3	10	-1.5	10	0	-3	i	3	-6
COc1ccc(-c2c(-c3ccc(OC)c(F)c3)c3ccccc3n2C)cc1	20	-11	7	0.4	1	-5	1	i	1	-5
Cc1cccc(OCCC(=O)Nc2ccc(Cl)cc2F)c1	-6	-3	12	1.8	2	-5	-3	i	-1	-3
CC(C)CN1C(=O)C(=O)N(CC(=O)Nc2cccc(Cl)c2Cl)C1=O	-2	-10	7	-0.7	2	-3	-2	i	1	-3
O=C(O)c1cccc(C(=O)Cc2ccccc2)c1	16	-18	13	-2.1	-1	-2	-3	i	-4	-4
Cn1c(=S)c2[nH]c(SCCC(C)(C)C)nc2n(C)c1=O	-3	13	15	0.6	-6	-8	0	i	4	5
Cc1ccccc1-n1c(SCC(=O)N2CCOCC2)nc(O)c(Cc2ccccc2)c1=O	0	4	-5	-0.4	-1	3	0	i	-3	0
CCCCCNC(=O)C(c1cccc2ccccc12)n1c(=O)c(-c2ccco2)nc2ccccc21 (stereo not given)	-65	/	-10	1.8	/	-2	/	/	-3	/
CCN(CC(=O)Nc1ccc2c(c1)OCO2)Cc1nc2ccccc2c(=O)[nH]1	0	0	-1	1.2	0	1	2	i	-6	-1
Cc1cc(OC(=O)C(C)(C)C)c([N+](=O)[O-])c(=O)[nH]1	-1	-10	-2	-0.7	3	-1	-4	i	0	0
COc1ccc([C@@H]2[C@H]3C(=O)N(c4cccc(C(F)(F)F)c4)C(=O)[C@H]3ON2C)cc1	5	-40	7	0.0	-3	-2	0	i	2	-5
Next section:
SMILES	NRP1-CendR mod	Scp-1 inhibitor	SKN-1 inh	LMPTP block	DNMT1 block	SUMO1-SIM PPI	STEP inh	Rpn11 inh	MT1-MMP act inh	NadD block
COc1ccc(/C(O)=C2/C(=O)C(=O)N(CCN3CCOCC3)C2c2ccccn2)cc1OC (stereo not given)	-15	9	21	-1.4	-1	-17	2	i	3	-4
CC(=O)c1ccc(NC(=O)CN2CCC(NC(=O)c3ccccc3C)CC2)cc1	-6	/	-12	-2.3	1	4	-4	i	1	1
O=C(CSc1nnnn1-c1ccccc1)NCC1(N2CCCCC2)CCCCC1	8	-7	-5	-1.6	0	0	-1	i	0	-2
Oc1ccc(C=NNc2ccccn2)c(O)c1	-1	-8	-4	3.3	-4	-16	1	i	-3	-3
CC1(C(=O)NS(=O)(=O)c2ccccc2Cl)CCN1C(=O)Cc1ccccc1 (stereo not given)	2	/	-14	-1.6	5	4	-3	i	4	1
CCN(CC)CCNC(=O)C12CC3CC(CC(C3)C1)C2	0	-1	9	-3.3	1	0	-7	i	1	-2
COc1ccccc1N1CCN(C(=O)CCc2ccccc2)CC1	11	6	-7	-1.3	0	-3	0	i	2	2
CC(Sc1nc2ncc(Cl)cc2[nH]1)C(=O)NC1(C#N)CCCCC1 (stereo not given)	-12	2	-6	-0.5	-4	2	-3	i	8	-3
CCCCOc1ccc(C(=O)NC(=S)Nc2ccc(CN3CCOCC3)cc2)cc1	8	-2	-1	-1.0	9	1	2	i	3	0
CS(=O)(=O)Nc1ccccc1NS(C)(=O)=O	7	-10	-23	-1.9	-1	0	-3	i	-2	0
COc1ccc(Sc2cc(C(F)(F)F)nc(-c3ccccn3)n2)cc1	7	-2	22	-0.2	-2	2	0	i	-4	2
Cc1c(C)c2ccc(O)c(CN3CCCC3)c2oc1=O	1	-10	2	0.0	1	-2	0	i	1	-2
Nc1cccc(-c2cccc3nncn23)c1	-6	/	-8	-1.2	3	-14	-1	i	-5	2
COC(=O)c1cccc(NS(C)(=O)=O)c1	-3	-4	7	-1.6	0	3	-1	i	2	-3
O=C(CCNC(=O)C1CCN(S(=O)(=O)c2ccccc2)CC1)NCc1cccnc1	-7	/	-4	-0.8	1	3	0	i	4	0
COc1ccccc1N1CCN(Cc2cccs2)CC1	-13	0	-11	-0.7	3	-5	0	i	-5	0
O=C1C=C(c2cccc(Br)c2)C[C@@H](c2ccc(F)cc2)C1	8	-8	8	4.2	-1	-7	5	i	1	-7
Cc1cc(C)n2nc(C(=O)N/N=C/c3cn(C)nc3C)nc2n1	0	-11	-11	-0.2	3	-9	0	i	-1	4
Nc1nc(COC(=O)c2ccco2)nc(Nc2ccccc2)n1	-9	/	-3	-0.1	-3	0	0	i	6	7
C=CCNC(=O)CC1Nc2c3ccccc3nc(=S)n2C1=O (stereo not given)	0	-6	2	-0.3	0	-1	3	i	3	-5
CCCN1CCC(=NNc2ccc(S(=O)(=O)N(CC)CC)cc2[N+](=O)[O-])CC1	-9	1	-7	0.5	2	-40	-1	i	-6	-9
N/C(Cc1ccc(Cl)cc1)=N\OC(=O)Cc1ccc([N+](=O)[O-])cc1	-4	-2	3	2.0	-16	-17	2	i	-6	5
CC12CCC(=O)N1C(C(=O)NNC(=O)c1ccc(Br)cc1)CS2 (stereo not given)	12	-5	-27	1.9	7	0	0	i	-3	-1
CCC(C)Sc1cc(C(F)(F)F)c(C(=O)Nc2ccc(Cl)cc2)cn1 (stereo not given)	4	-11	10	2.0	6	4	2	i	1	-6
CCc1c(C(=O)N2CCN(c3ccccc3F)CC2)[nH]c(C)c1C(C)=O	-1	-8	32	-1.4	0	3	-4	i	2	-2
Later entries:
SMILES	NRP1-CendR mod	Scp-1 inhibitor	SKN-1 inh	LMPTP block	DNMT1 block	SUMO1-SIM PPI	STEP inh	Rpn11 inh	MT1-MMP act inh	NadD block
COc1cc(OC)cc(C(=O)Nc2c(F)cccc2F)c1	-2	4	-3	-1.4	0	3	2	i	2	1
Cc1cc(C)cc(N(CC(=O)Nc2ccc(-c3nc4ccc(C)cc4s3)cc2)S(C)(=O)=O)c1	-13	-3	12	2.6	-19	2	-4	i	-3	28
CCCCCn1c(=O)[nH]c2cc(C(=O)NC3CCN(Cc4ccccc4)CC3)ccc2c1=O	0	-7	1	-1.6	14	1	-2	i	/	-5
O=C(Nc1ccc(Nc2ccccc2)cc1)N1CCOCC1	3	-8	10	1.3	7	6	2	i	4	-2
Cc1cc(C)c2cc(C(=O)Nc3ccccc3)[nH]c2c1	2	-14	7	1.6	-5	-1	-1	i	-3	0
O=S(=O)(Nc1ccc2[nH]ncc2c1)c1ccccc1Cl	-10	4	-1	0.2	-3	1	1	i	-3	-1

Screening results from PubChem.
